Source: PubChem
APJ antag: antagonists of human APJ apelin receptor | P35414 | inhibition, % at 20 µM | actives 0.32% (n = 330,000) | CHO-K1 APJ beta-arrestin complementation, luminescence;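 active means inhibition above about 40% at 20 µM, limit read from the data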;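 further: cells challenged with 10 nM apelin-13 agonist together with compound; plate controls were apelin-13 plus DMSO wells for no effect and DMSO wells lacking apelin-13 for full effect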
tim10-1 inh: tim10-1 yeast growth inhibition. AID 463190. actives 2.2% (n = 330,000). S. cerevisiae tim10-1 ts strain growth, BacTiter-Glo, 24 h. inhibition, % at 20 µM;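 active means inhibition of at least 40%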;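 further: mutant grown at 25 °C; 0% = DMSO wells with yeast and 100% = wells holding no yeast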
Mdm2-MdmX inh: human Mdm2/MdmX binding inhibition; inhibition, % at 8 µM; O15151+Q00987; SaOS-2 split-luciferase Mdm2/MdmX complementation, luminescence; actives 3% (n = 330,000);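 active means inhibition of at least 50% at 8 µM in the primary screen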
Target sequence (O15151 whole entry, looked up): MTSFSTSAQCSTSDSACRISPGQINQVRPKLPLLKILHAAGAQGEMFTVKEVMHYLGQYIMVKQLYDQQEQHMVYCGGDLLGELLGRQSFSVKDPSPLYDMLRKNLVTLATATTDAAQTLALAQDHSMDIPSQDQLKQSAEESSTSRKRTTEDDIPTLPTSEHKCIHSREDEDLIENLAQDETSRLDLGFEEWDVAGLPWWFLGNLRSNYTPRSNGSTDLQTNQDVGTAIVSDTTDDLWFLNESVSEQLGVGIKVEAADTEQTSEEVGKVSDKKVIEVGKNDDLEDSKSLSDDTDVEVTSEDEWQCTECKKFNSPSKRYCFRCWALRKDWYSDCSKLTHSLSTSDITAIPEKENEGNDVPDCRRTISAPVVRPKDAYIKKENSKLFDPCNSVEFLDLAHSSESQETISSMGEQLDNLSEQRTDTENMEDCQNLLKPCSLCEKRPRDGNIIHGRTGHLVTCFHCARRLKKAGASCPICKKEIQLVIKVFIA
Target sequence (Q00987 whole entry, looked up): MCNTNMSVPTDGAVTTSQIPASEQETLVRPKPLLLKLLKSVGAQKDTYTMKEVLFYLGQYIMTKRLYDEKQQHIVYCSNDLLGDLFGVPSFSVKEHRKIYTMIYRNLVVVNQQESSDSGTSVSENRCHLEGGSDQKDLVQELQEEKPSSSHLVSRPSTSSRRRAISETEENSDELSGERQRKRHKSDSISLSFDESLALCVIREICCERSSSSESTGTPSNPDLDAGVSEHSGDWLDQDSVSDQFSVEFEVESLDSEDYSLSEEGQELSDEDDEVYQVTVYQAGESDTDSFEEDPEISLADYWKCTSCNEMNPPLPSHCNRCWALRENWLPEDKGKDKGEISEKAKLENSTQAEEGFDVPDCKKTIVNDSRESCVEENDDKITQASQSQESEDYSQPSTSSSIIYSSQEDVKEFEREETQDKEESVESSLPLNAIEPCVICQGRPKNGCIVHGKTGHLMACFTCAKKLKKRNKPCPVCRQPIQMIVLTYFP
XBP1 UPR activ: adaptive UPR (XBP1) activation; activation, % at 20 µM; CHO-XBP1 luciferase reporter, IRE1-XBP1 UPR activation, luminescence; percent of tunicamycin response, DMSO as zero; actives 0.33% (n = 330,000); AID 463104;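 active means versus positive control, 20 µM dose yields 30% or more activation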;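 further: 100% = tunicamycin at 10 µg/mL and 0% = DMSO only wells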
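Signal: luciferase luminescence; Assay system: CHO-XBP1 luciferase reporter cells; Amount: one thousand reporter cells per well; Dosing: 20 µM single concentration, DMSO 1%; Benchmarks: high control tunicamycin 10 µg/mL final, low control DMSO vehicle only; Schedule: 6 h compound exposure at 37 °C, 5% CO2; Evaluation: percent activation relative to tunicamycin reference.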
APJ ag: agonists of human APJ apelin receptor; P35414; CHO-K1 APJ PathHunter beta-arrestin, luminescence; 0% DMSO wells, 100% apelin; activation, % at 20 µM; actives 0.11% (n = 330,000); AID 2520;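 active means activation more than six SD over the plate average, tested at 20 µM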;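 further: 0% = DMSO alone and 100% = apelin-13 at 10 nM; some results filed as inactive read as strong as hits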
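Material: engineered CHO-K1 APJ arrestin reporter cells; amount: 1000 CHO-K1 reporter cells seeded per well; incubation: compound stimulation 90 min at 25 °C, detection 60 min; signal: luminescent beta-gal fragment complementation, chemiluminescent substrate; read-out basis: APJ agonist activity; controls: DMSO-only wells as negative, 10 nM Apelin-13 as positive control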
tim23-1 inh: growth inhibitors of tim23-1 mutant yeast; S. cerevisiae tim23-1 growth, BacTiter-Glo luminescence, 24 h; inhibition, % at 20 µM; actives 1.3% (n = 330,000); AID 463212;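 active means growth inhibition of the mutant yeast at or above 50%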;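 further: temperature-sensitive mutant grown at 25 °C; plate controls were DMSO-treated mutant yeast for no effect and medium wells lacking yeast for full effect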
UPR CHOP act: activators of apoptotic arm of unfolded protein response (CHOP) | CHO-CHOP luciferase reporter, UPR activation, luminescence; percent of tunicamycin response over DMSO baseline | activation, % at 10 µM | actives 0.34% (n = 330,000) | AID 449763;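 active means at 10 µM dose, activation of 40% or more, normalized to positive control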;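 further: 100% = tunicamycin at 10 µg/mL and 0% = DMSO alone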
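Assay system: CHO cells with stable CHOP pathway luciferase reporter; Buffer or medium: F12 plus 10% serum; Times: 16-18 h cell attachment, then 6 h compound exposure, 37 °C; Signal: luciferase luminescence; Read-out basis: percent activation relative to tunicamycin control; Control set: tunicamycin high control, DMSO low control.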
TIM10 inh: TIM10 yeast growth inhibition | S. cerevisiae TIM10 strain growth, BacTiter-Glo luminescence, 24 h | inhibition, % at 10 µM | actives 1.4% (n = 330,000) | AID 463195;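 active means inhibition of 40% or more at the single tested concentration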;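 further: wild-type TIM10 isogenic control strain grown at permissive 25 °C; 0% = DMSO yeast wells and 100% = minimal medium wells without yeast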
CXCR6 inh: CXCR6 (human) receptor inhibition | actives 0.36% (n = 360,000) | CHO-K1 PathHunter CXCR6 beta-arrestin, luminescence | inhibition, % at 20 µM; in the data active means inhibition above about 34%, passing the limit was not always enough;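 further: antagonist mode with CXCL16 agonist at 10 nM final; 0% = 10 nM CXCL16 with DMSO and 100% = unstimulated wells without agonist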
The depositor's hits bear a star; / = no result given. An excerpt; count on the stated rates, not on these rows.

Short keys: A = APJ antag; B = tim10-1 inh; C = Mdm2-MdmX inh; D = XBP1 UPR activ; E = APJ ag; F = tim23-1 inh; G = UPR CHOP act; H = TIM10 inh; I = CXCR6 inh
1	CC(=O)Nc1ccc(NC(=O)C(C)OC(=O)C2(c3ccccc3F)CCCC2)cc1 (stereo unspecified)
  A: 10; B: 13; C: -1; D: -5; E: -4; F: 22; G: 2.2; H: 5; I: 1
2	CCNC(=S)N/N=C(\C)c1ccc2ccccc2c1OC(F)F
  A: 20; B: 47*; C: 1; D: -1; E: -3; F: 32; G: -0.1; H: 56*; I: 16
3	O=C(N/C(=C/c1ccc(Br)cc1)C(=O)N1CCCC1)c1ccccc1F
  A: -5; B: 25; C: -5; D: 1; E: 2; F: 34; G: 2.1; H: 23; I: -1
4	COc1cc(S(=O)(=O)N2CCCCCC2)ccc1-n1cnnn1
  A: 5; B: -17; C: 2; D: -3; E: 1; F: 13; G: 0.8; H: -1; I: -6
5	CCc1ccc(NC(=O)c2ccc3nc(N)sc3c2)cc1
  A: -14; B: 7; C: -20; D: 4; E: 2; F: 54*; G: 2.7; H: -19; I: 3
6	CCOc1ccc(-n2c(SCC(N)=O)nc3c([nH]c4ccccc43)c2=O)cc1
  A: 6; B: 6; C: 9; D: 2; E: 0; F: 8; G: 1.4; H: 1; I: -5
7	Cc1cccc(OCC(=O)NN2C(=O)C3C4C=CC(O4)C3C2=O)c1 (stereo unspecified)
  A: 12; B: -3; C: 2; D: -5; E: 0; F: 11; G: 1.5; H: -12; I: 3
8	CC(NC(=O)COC(=O)c1cccs1)c1ccccc1 (stereo unspecified)
  A: -17; B: 0; C: -3; D: -2; E: -2; F: 10; G: 0.4; H: 8; I: -6
9	CCOc1ccccc1N(C)C(=O)c1cn(C)c(=O)c2ccccc12
  A: -8; B: 13; C: 10; D: 1; E: 0; F: 9; G: -0.1; H: -7; I: -16
10	Cn1c(CNC(=O)c2ccco2)nnc1SCC(=O)c1ccc(Br)cc1
  A: -7; B: 2; C: -11; D: 1; E: 0; F: 14; G: -1.1; H: -13; I: 0

Brought forward from above: six compounds; new compounds follow.
Short keys: A = APJ antag; B = tim10-1 inh; C = Mdm2-MdmX inh; D = XBP1 UPR activ; E = APJ ag; F = tim23-1 inh; G = UPR CHOP act; H = TIM10 inh; I = CXCR6 inh
5	CCc1ccc(NC(=O)c2ccc3nc(N)sc3c2)cc1
  A: -14; B: 7; C: -20; D: 4; E: 2; F: 54*; G: 2.7; H: -19; I: 3
6	CCOc1ccc(-n2c(SCC(N)=O)nc3c([nH]c4ccccc43)c2=O)cc1
  A: 6; B: 6; C: 9; D: 2; E: 0; F: 8; G: 1.4; H: 1; I: -5
7	Cc1cccc(OCC(=O)NN2C(=O)C3C4C=CC(O4)C3C2=O)c1 (stereo unspecified)
  A: 12; B: -3; C: 2; D: -5; E: 0; F: 11; G: 1.5; H: -12; I: 3
8	CC(NC(=O)COC(=O)c1cccs1)c1ccccc1 (stereo unspecified)
  A: -17; B: 0; C: -3; D: -2; E: -2; F: 10; G: 0.4; H: 8; I: -6
9	CCOc1ccccc1N(C)C(=O)c1cn(C)c(=O)c2ccccc12
  A: -8; B: 13; C: 10; D: 1; E: 0; F: 9; G: -0.1; H: -7; I: -16
10	Cn1c(CNC(=O)c2ccco2)nnc1SCC(=O)c1ccc(Br)cc1
  A: -7; B: 2; C: -11; D: 1; E: 0; F: 14; G: -1.1; H: -13; I: 0
11	CC(C(=O)Nc1ccc(C#N)cc1)N(C)Cc1cccs1 (stereo unspecified)
  A: 2; B: -10; C: 6; D: -5; E: -5; F: 15; G: 0.4; H: 9; I: -8
12	O=C(Cc1ccc(Cl)c(Cl)c1)Nc1ccc(SC(F)F)cc1
  A: 4; B: 43*; C: 73*; D: 9; E: -3; F: 20; G: 1.7; H: 32; I: -8
13	O=C(COc1ccc(Cl)cc1Br)NC1CC1
  A: 5; B: 3; C: 0; D: 3; E: -6; F: 9; G: 1.8; H: 3; I: -4
14	Cc1ccc(C(=O)OCC(=O)N2CCCC2)cc1
  A: -17; B: 14; C: 0; D: -5; E: 1; F: 3; G: 0.0; H: -17; I: 1
15	O=C(N/N=C/C=C\c1ccc([N+](=O)[O-])cc1)c1cccnc1
  A: -20; B: -2; C: -22; D: -1; E: 3; F: 12; G: -0.3; H: 9; I: -2
16	Clc1ccccc1OCCn1ccnc1
  A: -1; B: -24; C: -24; D: 0; E: 0; F: -1; G: 1.0; H: 1; I: -4
17	COc1ccc(NC(=O)c2cc(S(=O)(=O)N3CCCCC3)c[nH]2)cc1
  A: -3; B: -10; C: 0; D: 0; E: 7; F: -2; G: 0.6; H: 8; I: -3
18	COc1ccccc1NC(=O)c1cnc(SCC(=O)NCC2CCCO2)n(C)c1=O (stereo unspecified)
  A: 17; B: -33; C: -15; D: -2; E: -6; F: -5; G: 57*; H: -9; I: 14
19	CCCCc1cc(=O)oc2cc(C)cc(OCC(=O)N[C@@H](CSCc3ccccc3)C(=O)O)c12
  A: 6; B: -2; C: -17; D: -1; E: 0; F: -9; G: -2.6; H: -6; I: 0
20	O=C(Nc1ccccc1Br)C1CCN(S(=O)(=O)c2cccs2)CC1
  A: -4; B: 0; C: -11; D: -4; E: 1; F: 11; G: 0.4; H: -1; I: 1
21	CC/C(=N\O)c1ccc(OC)c(OC)c1
  A: 5; B: 7; C: 28; D: -2; E: -1; F: 17; G: -1.7; H: 2; I: -6
22	O=C(O)CCSC1CC(=O)N(c2ccccc2)C1=O (stereo unspecified)
  A: -2; B: -2; C: 6; D: -6; E: -2; F: 3; G: -0.9; H: -11; I: -1
23	CC1Oc2ccccc2N(Cc2cccc(F)c2)C1=O (stereo unspecified)
  A: 16; B: 8; C: -11; D: -2; E: -5; F: 7; G: 0.6; H: 2; I: 2
24	CCc1c(C)c2c(C)[nH]nc2oc1=O
  A: -11; B: 3; C: 14; D: -1; E: -2; F: 13; G: 0.0; H: 0; I: 11
25	O=C(CNC(=O)c1cccc(F)c1)N/N=C/c1cc(Br)ccc1OCc1ccccc1
  A: -15; B: 15; C: 11; D: 0; E: 1; F: 26; G: 3.1; H: 13; I: 18
26	COc1ccccc1C(=O)NC(CCSC)C(=O)NCC(c1cccs1)N(C)C (stereo unspecified)
  A: 14; B: 23; C: -1; D: -3; E: 3; F: 10; G: -0.8; H: 5; I: -8
27	CC(=O)N1c2ccc(S(=O)(=O)N3CCCCC3)cc2CC1C(=O)NCc1ccc(N(C)C)cc1 (stereo unspecified)
  A: 8; B: 4; C: 3; D: -2; E: -1; F: 3; G: -0.3; H: 4; I: 5
28	O=C(Nc1ccccc1C(=O)O)c1cccc(NC(=O)c2ccccc2Br)c1
  A: 8; B: 12; C: -23; D: -4; E: -3; F: -2; G: 2.7; H: 4; I: -2
29	O=C(C[C@H]1C[C@H](C(=O)N2CCCCC2)[C@@]2(CCc3ccccc3)c3[nH]c4cc(-c5ccco5)ccc4c3CCN2C1=O)NCCN1CCOCC1
  A: /; B: 27; C: 34; D: 7; E: /; F: 44; G: 6.5; H: 9; I: 8
30	CCCc1cc(C(=O)O)c2ccccc2n1
  A: 10; B: 7; C: 17; D: -1; E: -1; F: -9; G: 1.3; H: -20; I: 4
31	O=C1OCCN1C(=O)[C@H]1[C@H](c2ccccc2)C(c2ccccc2)=NN1c1ccccc1
  A: /; B: 26; C: 0; D: 0; E: /; F: 44; G: -0.5; H: 2; I: 0
32	COC(=O)C(C)Sc1ccc2nnc(CCNS(=O)(=O)c3ccccc3)n2n1 (stereo unspecified)
  A: 8; B: -17; C: 14; D: 0; E: -3; F: 10; G: -2.2; H: 1; I: -1
33	O=C(Nc1ccc(COc2ccccc2)cc1)c1cccc([N+](=O)[O-])c1
  A: 12; B: 16; C: 30; D: 8; E: 4; F: -9; G: 6.1; H: 5; I: 0
34	Cc1ccc(S(=O)(=O)N(Cc2ccccc2)c2ccccn2)cc1[N+](=O)[O-]
  A: 2; B: 5; C: 23; D: 0; E: -1; F: 28; G: -0.3; H: -6; I: 8
35	O=C(CSc1nc(=O)n(Cc2ccccn2)c2c1CCC2)Nc1ccc(F)cc1F
  A: 11; B: 25; C: 36; D: -5; E: 9; F: 24; G: 1.8; H: 8; I: -15
36	CCOc1ccccc1C(=O)NCC(=O)Nc1ncccc1C
  A: -4; B: 3; C: 14; D: -1; E: -3; F: 9; G: -0.6; H: 12; I: 11
37	O=C(NCc1ccco1)c1noc2c1CCCC2
  A: -15; B: 6; C: 16; D: 1; E: -2; F: 6; G: 1.5; H: 0; I: -1
38	CC(OC(=O)C1CCN(S(=O)(=O)c2ccc3c(c2)OCCO3)CC1)C(=O)N(C)c1ccccc1 (stereo unspecified)
  A: 3; B: 19; C: 0; D: 0; E: -2; F: 27; G: 4.1; H: 16; I: -6
39	O=C1c2ccccc2C(=O)N1CCCn1nnc(-c2ccc(N3CCOCC3)cc2)n1
  A: 7; B: 1; C: 28; D: 0; E: -3; F: 20; G: -0.8; H: -11; I: 3
40	Cc1nn(C(C)C)c(C)c1CN1CCCC(C(=O)c2cccc(OC(C)C)c2)C1 (stereo unspecified)
  A: -15; B: 16; C: 4; D: 5; E: -4; F: 3; G: -1.4; H: 2; I: 5
41	Cc1ccc2nc3c(cc2c1)c(NC(=O)C(C)(C)C)nn3CC(C)C
  A: -7; B: 35; C: 3; D: -1; E: -1; F: 35; G: -2.2; H: 14; I: -1
42	N/C(=N\OC(=O)c1cccs1)c1cccc(Br)c1
  A: -83; B: 57*; C: -2; D: 2; E: 9; F: 80*; G: 8.3; H: 90*; I: -14
43	Cc1ccc(C)c(Nc2ncccc2C(=O)NCc2cccs2)c1
  A: -4; B: 40; C: 17; D: -4; E: -2; F: 49; G: -0.7; H: 45*; I: 6
44	CS(=O)(=O)c1ccc(NC(=O)c2cccc(S(=O)(=O)N3CCN(Cc4ccccc4)CC3)c2)cc1
  A: -25; B: 9; C: 9; D: -4; E: 5; F: 15; G: 1.6; H: 5; I: 5
45	COc1cccc(C(=O)NC2CCSC2=O)c1 (stereo unspecified)
  A: 18; B: 3; C: 11; D: 4; E: -2; F: 3; G: 2.0; H: 4; I: -1
